Compound activity from PubChem.
MT1-MMP act inh: inhibitors of human MT1-MMP activation. P50281. HT1080 RFP-PRO-GFP cells, GFP/RFP ratio fluorescence, overnight; percent of plate control window, DMSO zero. GFP/RFP ratio change, % at 20 µM. hit rate 0.061% among 360,000. AID 651647;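 active = GFP/RFP ratio change of at least 30% with cell ATP level not reduced by more than half and red fluorescence within 50% of control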; also: strong numbers were not always called active
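Assay system – RFP-PRO-GFP reporter HT1080 cells · Compound dosing – single dose of 20 µM compound, 1% DMSO final · Incubation – overnight compound exposure at 37 °C · Measure – GFP/RFP fluorescence ratio · Benchmarks – DMSO wells and RFP-L50D-GFP cells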
CSN inh: CSN deneddylation inhibition. Q92905. Purified CSN, SCF-Nedd8-OG deneddylation, fluorescence polarization. inhibition, % at 12.5 µM. hit rate 0.38% among 360,000. AID 651999;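 active = pattern-corrected inhibition above about 35%, with an unprinted fluorescence ratio check between 0.5 and 1.5, limit read from the data, passing the limit was not always enough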;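 also: 0% = enzyme with substrate and 100% = substrate without enzyme; some results filed as inactive read as strong as hits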
Target sequence (Q92905 whole entry, looked up, one chain of several): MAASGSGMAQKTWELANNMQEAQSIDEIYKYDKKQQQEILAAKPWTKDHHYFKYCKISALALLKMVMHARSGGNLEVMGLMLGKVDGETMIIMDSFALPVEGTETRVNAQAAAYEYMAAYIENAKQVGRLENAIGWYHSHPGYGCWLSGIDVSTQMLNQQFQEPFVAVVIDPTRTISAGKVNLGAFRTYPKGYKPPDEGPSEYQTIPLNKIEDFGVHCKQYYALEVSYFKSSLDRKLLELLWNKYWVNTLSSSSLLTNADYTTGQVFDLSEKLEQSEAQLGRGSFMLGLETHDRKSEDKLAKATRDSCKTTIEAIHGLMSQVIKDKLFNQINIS
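Assay system: HEK293T-derived human Csn5 enzyme; quantity: 0.24 nM enzyme; medium: Tris/NaCl/DTT buffer, pH 7.5; also added: substrate SCFSkp2-Nedd8OG, 10 nM; doses: 12.5 µM compound; schedule: 90 min reaction at room temperature; signal: FP; read-out: % inhibition of substrate cleavage by Csn5; benchmarks: substrate-only high control, full reaction low control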
NadD inh: blocks S. aureus nicotinate mononucleotide adenylyltransferase; purified NadD enzyme, colorimetric absorbance read-out; inhibition, % at 20 µM; hit rate 0.78% among 360,000; AID 602399; in the data active = inhibition above about 26%; also: some compounds past the cut are filed as inactive
FAS-TE inh: FAS thioesterase (human) inhibition; hit rate 0.67% among 360,000; P49327; recombinant FAS-TE, OMFH fluorogenic substrate, fluorescence endpoint; inhibition, % at 15 µM;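 active = compounds whose normalised, plate-corrected inhibition of enzyme fluorescence in the single-dose primary screen is 50% or more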;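 also: 0% = DMSO with enzyme and 100% = substrate without enzyme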
Rin1 Abl inh: human Rin1-Abl interaction inhibition. inhibition, % at 7.35 µM. hit rate 0.4% among 360,000. TR-FRET Rin1/Abl binding, biochemical. AID 588664; in the data active = inhibition above about 5%, passing the limit was not always enough
MLLE-PAM2 inh: inhibitors of microRNA-mediated deadenylation, human PABP1 MLLE binding | P11940 | GST-MLLE / FITC-PAM2 fluorescence polarization | inhibition, % at 20 µM | hit rate 0.36% among 360,000 | AID 588489; in the data active = inhibition above about 35%, passing the limit was not always enough;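 also: plate controls were DMSO wells with GST-MLLE for no effect and wells lacking GST-MLLE protein for full effect; some results filed as inactive read as strong as hits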
SKN-1 inh: C. elegans SKN-1 inhibition | inhibition, % at 21.8 µM | AID 624304 | C. elegans VP596 Pgst-4::GFP/RFP ratio, acrylamide-induced, 24 h | hit rate 0.49% among 360,000;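 active = interference check ratio from 0.5 to 1.5 plus GFP to RFP signal ratio inhibition reaching or exceeding a fixed threshold, cut at about 30% in these data, passing the limit was not always enough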; also: some compounds called inactive have numbers as strong as hits
Rpn11 inh: blocks the human proteasome subunit Rpn11; human 26S proteasome, Ub4-pepOG fluorescence polarization; 20S core pre-blocked with epoxomicin; hit rate 0.59% among 360,000; calls only at 20 µM; AID 588493;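 active = inhibition at 20 µM, scaled to each plate's controls, above about 33%, limit read from the data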
Neddyl block: inhibitors of human cullin neddylation. hit rate 0.58% among 360,000. calls only at 25 µM. TR-FRET cullin neddylation, biochemical. P61081+Q13564; in the data active = inhibition above about 36%
Target sequence (P61081 whole entry, looked up): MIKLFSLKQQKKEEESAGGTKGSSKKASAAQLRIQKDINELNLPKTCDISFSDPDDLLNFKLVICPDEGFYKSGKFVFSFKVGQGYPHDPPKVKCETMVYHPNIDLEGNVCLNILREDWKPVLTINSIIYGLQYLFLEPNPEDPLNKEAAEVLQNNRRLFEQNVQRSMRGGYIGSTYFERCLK
Target sequence (Q13564 whole entry, looked up): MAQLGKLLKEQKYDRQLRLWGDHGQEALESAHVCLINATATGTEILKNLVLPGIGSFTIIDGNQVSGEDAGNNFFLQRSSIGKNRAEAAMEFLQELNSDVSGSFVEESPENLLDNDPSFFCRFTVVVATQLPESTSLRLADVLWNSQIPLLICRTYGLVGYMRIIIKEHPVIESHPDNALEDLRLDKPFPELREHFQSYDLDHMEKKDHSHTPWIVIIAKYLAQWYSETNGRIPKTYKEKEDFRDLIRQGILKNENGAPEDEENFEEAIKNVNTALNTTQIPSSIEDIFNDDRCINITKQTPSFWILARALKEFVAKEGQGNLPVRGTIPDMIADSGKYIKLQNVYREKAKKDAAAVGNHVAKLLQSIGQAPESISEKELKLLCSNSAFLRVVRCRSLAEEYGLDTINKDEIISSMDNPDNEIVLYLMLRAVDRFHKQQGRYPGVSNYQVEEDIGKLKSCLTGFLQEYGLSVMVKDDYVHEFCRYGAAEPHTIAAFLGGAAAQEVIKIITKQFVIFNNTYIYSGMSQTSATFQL
The depositor's hits bear a star; i = inactive; . = not tested or not shown.

SMILES	MT1-MMP act inh	CSN inh	NadD inh	FAS-TE inh	Rin1 Abl inh	MLLE-PAM2 inh	SKN-1 inh	Rpn11 inh	Neddyl block
CCN(CC)CCCn1c(=S)[nH]c2cc(Cl)ccc2c1=O	3	-11	-10	-6	-3	-61	-2	i	i
O=C(Nc1ccccc1)N1CCN(Cc2ccc(Cl)cc2)CC1	1	-4	-8	-3	1	3	-1	i	i
Cc1ccc(C(=O)Nc2cccnc2)cc1S(=O)(=O)N1CCOCC1	2	-7	-6	0	0	9	-20	i	i
CCCOC(=O)c1cc(=O)[nH]c2ccccc12	7	3	-5	0	-5	-4	37*	i	i
O=C(/C=C/c1ccccc1)NCCc1c[nH]c2ccccc12	2	1	-4	2	-5	-6	1	i	i
CCN(CC)c1nc(N)c2c(N)n(-c3ccccc3C)c(=S)c(C#N)c2c1C#N	-80	24	26	18	3	-143	-3	.	i
O=C(Nc1nnc(-c2ccccc2Cl)s1)C1CCN(S(=O)(=O)c2ccc(Cl)cc2)CC1	-1	1	8	72*	-2	8	8	i	i
CC(C)c1ccc(NC(=O)C2(C)Cc3c(-c4ccc5c(c4)OCO5)ccnc3O2)cc1 (stereo unspecified)	-1	4	7	22	-5	21	-2	i	i
O=C(COc1cccc(Cl)c1)N/N=C\c1cc2ccccc2nc1Cl	-3	-1	6	-4	1	7	0	i	i
COC(=O)c1ccc(NC(=S)NC(=O)c2c(-c3ccccc3)noc2C)cc1	-2	2	-2	23	-2	33	-6	i	i
CCC1CN(C(=O)NCc2ccc(F)cc2)c2cc(Cl)ccc2O1 (stereo unspecified)	-1	19	-8	17	2	-23	14	i	i
CC(=NNC1=NCCN1)c1cnn(C2=NCCN2)c1C	6	3	-6	-4	-3	-8	-3	i	i
CCOC(=O)N1CCN(C(=O)c2ccc(OCC)c(OCC)c2)CC1	4	1	-5	-5	-2	-12	12	i	i
COc1ccc(-c2noc(C3CCCN(C(=O)c4cccc(F)c4)C3)n2)cc1 (stereo unspecified)	5	0	-2	1	0	-2	-18	i	i
O=C(NCCOC(=O)c1c(F)cccc1Cl)c1c(F)cccc1Cl	-2	-4	-3	1	0	8	2	i	i
CCC(=O)N1CCc2cc(S(=O)(=O)NCCC(=O)N3CCN(c4cccc(C)c4)C(C)C3)ccc21 (stereo unspecified)	2	1	4	2	1	4	-9	i	i
CCOc1ccc(Br)cc1S(=O)(=O)Nc1ccc(C(=O)Nc2ccccc2OC)cc1	3	-3	21	29	-2	-12	7	i	i
CN(C)c1ccc(C(CNS(=O)(=O)c2ccc(F)c(F)c2)c2c[nH]c3ccccc23)cc1 (stereo unspecified)	-6	2	11	36	6	-2	9	i	i
CN1C(=O)C(C)(C)c2cc(S(=O)(=O)N3CCCCCC3)ccc21	2	-1	-4	-10	-1	6	2	i	i
Cc1ccc(C(c2cc(Br)ccc2O)N2CCSCC2)cc1 (stereo unspecified)	3	0	3	22	1	0	9	i	i
COC(=O)C1=C(C)N(Cc2ccccc2)C(=O)N[C@H]1c1cccs1	1	1	-1	-6	3	-2	9	i	i
CCN1CCN(C(=O)c2cc3cc4ccc(OC)cc4nc3s2)CC1	3	-3	0	2	-4	-7	1	i	.
Cc1ccc(NC(=O)C2CCC(N3C(=O)C4CCCCC4C3=O)CC2)cc1 (stereo unspecified)	1	0	-3	-4	0	2	4	i	i
CCN(Cc1ccccc1)S(=O)(=O)c1ccc(C(=O)N(CCCN(C)C)c2nc3ccc(F)cc3s2)cc1	3	-1	2	20	0	1	2	i	i
Cc1cccc(C#Cc2ccccc2)n1	0	-1	-3	1	0	-4	46*	i	i
O=C(O)C1CC(=O)N(C2CCCCCC2)C1 (stereo unspecified)	4	-6	-8	0	-1	3	-7	i	i
O=C(NCc1ccccn1)c1cccc(NS(=O)(=O)c2cccc(Cl)c2)c1	-2	-2	0	-5	1	4	1	i	i
O=c1c2ccc(Cl)cc2[nH]c(=S)n1CCCN1CCOCC1	2	-6	0	-3	0	-44	7	i	i
O=C1C=C(NCc2ccc(Cl)cc2Cl)C2(CCCCC2)O1	2	-2	-6	13	0	13	4	i	i
O=C(CSc1ccc2nnc(-c3ccccc3)n2n1)N1CCCCC1	0	-6	-6	-2	-2	40*	1	i	.
Cc1cc(C)n(CCN(C)c2nc3nonc3nc2N2CCCCC2)n1	1	-5	-5	-6	-2	4	15	i	i
O=C(NCCOc1ccccc1)c1cncc(Br)c1	-5	22	-2	1	-1	4	-1	i	i
COc1ccc2c(=O)cc(-c3ccncc3)oc2c1OC	-15	3	-6	-10	0	12	-7	i	i
Cn1cc(S(=O)(=O)NCc2ccc(Cl)cc2)c(=O)n(C)c1=O	3	-2	1	-7	-1	5	3	i	i
Cc1sc(NC(=O)/C=C/c2ccco2)c(C(=O)OC(C)C)c1C	1	4	0	9	-1	-2	8	i	i
CCOc1nc(NCCN2CCOCC2)nc(NC(C)C)n1	15	0	1	-4	1	2	-1	i	i
COc1cccc(NC(=S)NC2CC3CCCC(C2)N3C2CCCC2)c1 (stereo unspecified)	-3	3	-1	-2	4	7	-4	i	i
Cc1cc(C)nc(SCc2nnc(SCC(=O)Nc3nc(-c4ccccc4)cs3)n2-c2ccccc2)n1	-10	0	29	45	0	-84	11	i	i
Cc1ccc2nc(SCC(=O)NCCCN3CCCC3=O)[nH]c2c1	2	2	2	-8	1	-87	9	i	i
CCc1ccc(OCc2nnc(SCC(=O)Nc3cccc(C(=O)N4CCOCC4)c3)o2)cc1	1	0	-3	-4	0	0	-14	i	i
O=C(NCCSCc1c(F)cccc1Cl)c1ccc(CN2CCOCC2)cc1	1	2	-7	-6	0	0	4	i	i
Cc1ccc(S(=O)(=O)N2CCN3CCCC3C2)cc1 (stereo unspecified)	-3	3	-7	-4	1	1	20	i	i
COc1ccc(C(=O)c2[nH]c(N)c(C(N)=O)c2-c2ccc(OC)c(OC)c2)cc1	0	1	4	-6	.	.	-6	.	i
c1ccc(CSc2nnc(-c3ccco3)n2Cc2ccco2)cc1	-4	1	-2	5	2	-20	5	i	i
Cc1ccccc1NC(=S)/C(=C(\[O-])c1cc(C)n(Cc2ccccc2Cl)c1C)[n+]1ccccc1	-3	19	13	-2	-1	-10	7	i	i
Cc1sc2ncnc(NCC3COc4ccccc4O3)c2c1C (stereo unspecified)	1	-10	-4	19	2	11	-5	i	i
Cc1cc(NC(=O)CSc2nnc(C3COc4ccccc4O3)o2)no1 (stereo unspecified)	0	-1	7	0	0	-15	2	i	i
Cc1cnc(C(=O)OCC(=O)Nc2ccccc2-c2ccccc2)cn1	3	3	1	-9	-2	-6	6	i	i
O=C(COc1ccccc1)NC1CCCc2ccccc21 (stereo unspecified)	0	4	-6	4	1	-1	-2	i	i
O=C1CC(C(=O)N2CCN(c3ccccc3)CC2)CN1Cc1ccccc1 (stereo unspecified)	0	-1	-1	-4	-2	3	-22	i	i
COc1cc(OC)c2c(-c3ccccc3)cc(=O)oc2c1C(CC(=O)N1CCCC1)c1ccc2c(c1)OCO2 (stereo unspecified)	-40	9	13	32	1	-6	1	i	i
Cc1ccccc1CN(C)C[C@H]1OCc2cnnn2CCCC(=O)N([C@@H](C)CO)C[C@@H]1C	0	3	8	-4	0	6	5	i	i
Cc1ccc(O)c(NC(=O)CN(C)S(=O)(=O)c2ccc(Cl)cc2)c1	7	3	3	-2	-2	0	-5	i	i
CC(=O)CC1(C)OC(N)=C(C#N)C1(C#N)C#N (stereo unspecified)	1	1	7	-1	1	3	10	i	i
COc1ccc(NC(=O)c2cccs2)cc1	-2	3	1	-7	1	-13	4	i	i
O=C1NC(Cc2ccc(O)cc2)c2nc3ccc(Br)cc3c(=O)n2-c2ncccc21 (stereo unspecified)	-10	2	7	0	-5	-27	7	i	i
CCN(Cc1ccccc1)S(=O)(=O)c1cc(C(=O)OC)n(C)c1	0	-8	2	4	0	9	18	i	i
CCN(CC)CCc1nc(-c2ccccc2)no1	5	2	4	-5	-1	-2	1	i	i
Cc1ccc2c(c1)-c1c(ssc1=S)C(C)(C)N2C(=O)CN1C(=O)c2ccccc2C1=O	-14	-4	16	52*	-1	13	7	i	i
COc1ccccc1Nc1ncnc2sccc12	3	0	-5	-7	-1	-4	-14	i	i
CCCn1c(=O)n(C)c(=O)c2c(SCC(=O)Nc3cc(C)on3)nc(C(C)(C)C)nc21	0	2	3	16	-1	2	-18	i	i

Structural class: the entries above containing four or more nitrogen atoms (16)
SMILES	MT1-MMP act inh	CSN inh	NadD inh	FAS-TE inh	Rin1 Abl inh	MLLE-PAM2 inh	SKN-1 inh	Rpn11 inh	Neddyl block
CCN(CC)c1nc(N)c2c(N)n(-c3ccccc3C)c(=S)c(C#N)c2c1C#N	-80	24	26	18	3	-143	-3	.	i
O=C(Nc1nnc(-c2ccccc2Cl)s1)C1CCN(S(=O)(=O)c2ccc(Cl)cc2)CC1	-1	1	8	72*	-2	8	8	i	i
CC(=NNC1=NCCN1)c1cnn(C2=NCCN2)c1C	6	3	-6	-4	-3	-8	-3	i	i
CCC(=O)N1CCc2cc(S(=O)(=O)NCCC(=O)N3CCN(c4cccc(C)c4)C(C)C3)ccc21 (stereo unspecified)	2	1	4	2	1	4	-9	i	i
CCN(Cc1ccccc1)S(=O)(=O)c1ccc(C(=O)N(CCCN(C)C)c2nc3ccc(F)cc3s2)cc1	3	-1	2	20	0	1	2	i	i
O=C(CSc1ccc2nnc(-c3ccccc3)n2n1)N1CCCCC1	0	-6	-6	-2	-2	40*	1	i	.
Cc1cc(C)n(CCN(C)c2nc3nonc3nc2N2CCCCC2)n1	1	-5	-5	-6	-2	4	15	i	i
CCOc1nc(NCCN2CCOCC2)nc(NC(C)C)n1	15	0	1	-4	1	2	-1	i	i
Cc1cc(C)nc(SCc2nnc(SCC(=O)Nc3nc(-c4ccccc4)cs3)n2-c2ccccc2)n1	-10	0	29	45	0	-84	11	i	i
Cc1ccc2nc(SCC(=O)NCCCN3CCCC3=O)[nH]c2c1	2	2	2	-8	1	-87	9	i	i
CCc1ccc(OCc2nnc(SCC(=O)Nc3cccc(C(=O)N4CCOCC4)c3)o2)cc1	1	0	-3	-4	0	0	-14	i	i
Cc1cc(NC(=O)CSc2nnc(C3COc4ccccc4O3)o2)no1 (stereo unspecified)	0	-1	7	0	0	-15	2	i	i
Cc1ccccc1CN(C)C[C@H]1OCc2cnnn2CCCC(=O)N([C@@H](C)CO)C[C@@H]1C	0	3	8	-4	0	6	5	i	i
CC(=O)CC1(C)OC(N)=C(C#N)C1(C#N)C#N (stereo unspecified)	1	1	7	-1	1	3	10	i	i
O=C1NC(Cc2ccc(O)cc2)c2nc3ccc(Br)cc3c(=O)n2-c2ncccc21 (stereo unspecified)	-10	2	7	0	-5	-27	7	i	i
CCCn1c(=O)n(C)c(=O)c2c(SCC(=O)Nc3cc(C)on3)nc(C(C)(C)C)nc21	0	2	3	16	-1	2	-18	i	i

Arranged by number of heavy atoms (rising): 3 of the compounds above
SMILES	MT1-MMP act inh	CSN inh	NadD inh	FAS-TE inh	Rin1 Abl inh	MLLE-PAM2 inh	SKN-1 inh	Rpn11 inh	Neddyl block
CC(=O)CC1(C)OC(N)=C(C#N)C1(C#N)C#N (stereo unspecified)	1	1	7	-1	1	3	10	i	i
Cc1ccc2c(c1)-c1c(ssc1=S)C(C)(C)N2C(=O)CN1C(=O)c2ccccc2C1=O	-14	-4	16	52*	-1	13	7	i	i
COc1cc(OC)c2c(-c3ccccc3)cc(=O)oc2c1C(CC(=O)N1CCCC1)c1ccc2c(c1)OCO2 (stereo unspecified)	-40	9	13	32	1	-6	1	i	i
